Screening data deposited in PubChem by several laboratories.
CRFBP-R2 agonist = agonists of human CRF-binding protein/CRF-R2 receptor complex | HEK293 CRF-R2/CRF-BP, calcium dye fluorescence (FLIPR); percent of saturating CRF peptide response | activation, % at 13.2 µM | actives 0.46% (n = 350,000);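 active = activation of at least 50%, plus an integration ratio under a set limit after plate pattern correction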;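 also: plate controls were neutral control wells without compound for no effect and CRF at EC100 for full effect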
CHRM4 agonist = CHRM4 agonism in calcium assay; P08173; CHO-K1 hM4/Gqi5, Fluo-8 calcium fluorescence; vehicle 0%, full acetylcholine response 100%; activation, % at 3 µM; actives 0.14% (n = 360,000); AID 624127;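 active = activation above the run mean over all test wells plus 3 SD, cut at about 32% in these data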;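 also: peak over basal fluorescence ratio per well then scaled between controls; 0% = DMSO wells and 100% = acetylcholine at EC100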
Target sequence (P08173 whole entry, looked up): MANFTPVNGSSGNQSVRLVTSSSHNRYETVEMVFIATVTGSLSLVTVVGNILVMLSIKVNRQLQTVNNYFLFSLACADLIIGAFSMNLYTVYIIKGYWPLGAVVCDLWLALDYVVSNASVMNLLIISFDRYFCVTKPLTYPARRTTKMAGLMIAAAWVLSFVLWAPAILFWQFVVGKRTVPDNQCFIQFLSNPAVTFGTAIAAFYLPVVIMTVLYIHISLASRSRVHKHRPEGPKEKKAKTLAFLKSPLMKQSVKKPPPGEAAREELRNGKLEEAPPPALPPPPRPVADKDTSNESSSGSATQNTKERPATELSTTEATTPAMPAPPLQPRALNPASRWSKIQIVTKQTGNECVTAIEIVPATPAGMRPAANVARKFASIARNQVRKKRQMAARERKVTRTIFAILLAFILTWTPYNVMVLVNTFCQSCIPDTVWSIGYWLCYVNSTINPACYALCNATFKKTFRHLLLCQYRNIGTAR
M5 ag = CHRM5 agonism in calcium assay; P08912; CHO-K1 hM5 cells, Fluo-8 calcium fluorescence; 0% DMSO wells, 100% maximal acetylcholine response; activation, % at 3 µM; actives 0.19% (n = 360,000); AID 624037;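 active = activation above the run's mean over test compounds plus 3 SD, cut at about 23% in these data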;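 also: signal is peak over basal fluorescence ratio across the kinetic read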
M5 PAM = positive allosteric modulators of human muscarinic M5 receptor; P08912; AID 624038; activation, % at 3 µM; actives 0.3% (n = 360,000); CHO-K1 hM5, Fluo-8 calcium, ACh EC20 PAM; 0% = ACh EC20, 100% = ACh EC100;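 active = activation above the run cutoff, the mean activation of all test compounds plus 3 SD, cut at about 18% in these data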
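Probe or stimulus: acetylcholine, EC20 level; Assay system: human M5 receptor in CHO-K1 cells; Schedule: compound preincubation 140 s before EC20 acetylcholine addition; Technique: intracellular calcium via Fluo-8 fluorescence; Dosing: single-point, 3 µM nominal; Read-out basis: percent activation from peak-over-basal fluorescence ratio, scaled EC20-to-EC100 acetylcholine; Repeats: one well per compound, no replicates.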
CHRM5 antagonist = blocks acetylcholine activation of human M5 receptor. CHO-hM5 cells, Fluo-8 calcium fluorescence, ACh EC80. inhibition, % at 3 µM. actives 0.59% (n = 360,000). AID 624040;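 active = inhibition above a per-plate cutoff, the mean of that plate's test compounds plus 3 SD, cut at about 27% in these data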;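 also: 0% = acetylcholine EC80 with DMSO and 100% = DMSO without agonist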
M1 PAM = potentiates human M1 receptor response to acetylcholine. actives 0.088% (n = 360,000). CHO-K1 hM1, Fluo-8 calcium fluorescence, ACh EC20; 0% = ACh EC20, 100% = maximal ACh. activation, % at 3 µM. AID 588819. P11229; in the data active = activation above about 19%, passing the limit was not always enough
Target sequence (P11229 whole entry, looked up): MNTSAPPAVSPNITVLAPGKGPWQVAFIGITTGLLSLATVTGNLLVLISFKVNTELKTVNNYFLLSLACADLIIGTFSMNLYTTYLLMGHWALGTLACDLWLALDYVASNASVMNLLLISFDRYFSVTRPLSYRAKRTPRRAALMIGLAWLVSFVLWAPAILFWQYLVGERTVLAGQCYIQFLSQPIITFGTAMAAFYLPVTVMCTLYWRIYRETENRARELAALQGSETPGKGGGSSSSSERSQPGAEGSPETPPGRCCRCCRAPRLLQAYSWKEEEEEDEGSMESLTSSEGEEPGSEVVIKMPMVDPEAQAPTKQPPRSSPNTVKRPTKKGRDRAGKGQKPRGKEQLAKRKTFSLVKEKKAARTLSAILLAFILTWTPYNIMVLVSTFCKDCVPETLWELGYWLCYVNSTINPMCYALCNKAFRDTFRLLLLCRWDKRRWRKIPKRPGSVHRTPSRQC
CHRM4 PAM = positive allosteric modulators of human muscarinic M4 receptor; activation, % at 3 µM; actives 0.4% (n = 360,000); AID 624126; CHO-K1 hM4/Gqi5, Fluo-8 calcium fluorescence, ACh EC20; 0% = ACh EC20, 100% = maximal ACh;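 active = activation above its plate's cutoff, the mean activation of sample wells plus 3 SD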; also: some results filed as inactive read as strong as hits
M4 antag = CHRM4 antagonism in calcium assay. inhibition, % at 3 µM. CHO-hM4 cells, ACh EC80, Fluo-8 calcium fluorescence. P08173. AID 624125. actives 0.73% (n = 360,000);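 active = inhibition above its plate's cutoff, the mean inhibition of sample wells plus 3 SD, cut at about 27% in these data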;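 also: 0% = acetylcholine EC80 with DMSO and 100% = DMSO without agonist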
CRFR2-BP antag = CRF-BP/CRF-R2 complex antagonism. inhibition, % at 11.8 µM. HEK293 CRF-R2/CRF-BP, CRF-induced calcium fluorescence. actives 0.59% (n = 350,000);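 active = inhibition of the ligand-induced calcium signal above about 50% at the single tested concentration, limit read from the data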
The depositor's hits bear a star; x = no result given.

no.	Molecule	CHRM5 antagonist	M4 antag	CRFBP-R2 agonist	CHRM4 agonist	M5 ag	CHRM4 PAM	CRFR2-BP antag	M5 PAM	M1 PAM
1	CC(NC(=O)c1ccccc1Cl)C(=O)O (stereo unspecified)	-9.2	10.1	-0.2	0.6	0.7	-3.7	0.9	4.8	7.3
2	Cc1cc(C(=O)Nc2ccc3c(c2)OCO3)no1	0.6	-15.5	-1.4	-0.2	-2.9	5.6	4.3	5.8	10.9
3	CCN1/C(=C/C(=S)Nc2ccccc2)Sc2ccccc21	5.4	11.3	-0.8	0.5	-6.7	-2.6	-7.7	-0.8	-5.5
4	CCOc1ccc(C(C)NC(=O)C2CCCC2)cc1 (stereo unspecified)	1.4	0.3	-0.9	0.5	0.0	-3.0	33.1	1.6	7.5
5	CC1(C)CC(N2CCCC2)=CC(=[N+]2CCCCCC2)C1	13.6	16.5	-3.3	0.5	-9.1	-12.4	20.5	-9.3	-14.9
6	Cc1cc2c(c(=O)o1)C(CCC1CCCCC1)C(C#N)=C(N)O2 (stereo unspecified)	-0.8	-8.5	8.6	1.2	1.4	0.9	-14.0	-3.1	15.8
7	CCN(C(=O)c1cc([N+](=O)[O-])ccc1NCc1cccnc1)c1ccccc1	1.9	0.3	-0.3	0.4	-12.5	-2.8	9.0	-1.8	-4.2
8	O=C(COC(=O)C1CCCC1)NCc1ccc(Cl)cc1	2.6	-5.4	-1.4	0.7	-2.6	0.8	-1.7	2.0	10.5
9	CCc1nc2cc(Cl)c(Cl)cc2[nH]1	0.0	2.8	-1.6	0.8	-0.2	-1.6	20.6	-0.6	-0.5
10	COc1cccc(CNc2ccc(C(=O)O)cc2)c1OCc1ccccc1	15.1	2.6	-0.2	0.1	-1.6	-7.3	-4.0	-2.4	5.0
11	CN(c1ccccc1)S(=O)(=O)c1nnc(NC(=O)COc2ccccc2F)s1	-8.3	-1.5	-0.4	1.8	1.3	-4.7	12.8	8.0	0.5
12	COc1ccc(C(=O)Nn2c(SCC(=O)c3ccccc3)nc3ccccc3c2=O)cc1	7.7	-0.2	0.5	0.5	-0.8	3.8	-9.8	-8.3	-0.3
13	Cc1cccc(NC(=O)COC(=O)c2cccc(S(=O)(=O)N3CCCCCC3)c2)c1	6.3	-5.9	2.3	7.9	0.1	-3.8	17.0	1.7	-9.5
14	COc1ccc([C@H]2C[C@H](n3cc(COC(=O)c4ccccc4)nn3)[C@@H](O)CN2C(=O)c2cccs2)cc1	-6.0	-13.1	-0.6	4.0	3.6	5.0	2.4	0.7	-1.5
15	CCOCCCn1c(=N)c(C(=O)NCCN2CCOCC2)cc2c(=O)n3cccc(C)c3nc21	4.5	7.5	1.1	-0.6	-0.2	-5.1	4.1	-2.6	-2.6
16	O=C(CNc1ccccc1N1CCCC1=O)Nc1cc(Cl)ccc1-n1cncn1	6.3	-10.1	0.7	1.6	-2.3	-2.7	5.0	-4.2	-3.6
17	C[C@H](NC(=O)c1ccc(C(C)(C)C)cc1)C(=O)N1CCN(C/C=C/c2ccccc2)CC1	5.2	9.9	-1.9	8.0	-6.3	-14.7	-2.1	-6.8	-15.9
18	CC(C)C(=O)Nc1nc2ccc(S(C)(=O)=O)cc2s1	-7.5	4.3	-0.3	0.7	-0.1	-0.6	1.1	-1.0	14.2
19	C=CCn1cc(C(=O)OC)c(=O)c2cc(S(=O)(=O)N3CCC(C)CC3)ccc21	-11.5	-2.9	-0.7	0.5	-0.6	13.7	4.6	1.6	4.5
20	CS(=O)(=O)N1CCN(c2cccc(Cl)n2)CC1	-0.5	0.0	-1.5	0.5	-5.3	-2.0	-2.3	-8.6	2.8
21	Cc1ccc(-c2cn3c(n2)SCC3)cc1	4.3	-1.7	-2.0	1.3	-1.0	5.0	5.9	-3.4	11.6
22	CCN1CCN(CC(=O)NC2CCCC2)C(=O)C1=O	0.7	-5.0	-0.9	-0.3	1.2	-4.3	17.7	-3.2	2.3
23	Cc1ccc(-c2onc3ccc(C4OCCO4)cc23)cc1	3.0	-0.2	-0.1	2.0	-0.8	4.3	-3.6	0.2	10.1
24	COc1ccc(-n2c3c(cc(C(=O)N4CCN(CCO)CC4)c2=O)C(=O)CC(C)(C)C3)cc1	-2.6	7.3	-3.2	0.2	0.6	2.2	12.6	0.8	13.5
25	CC(=O)Nc1nnc(-c2c(-c3ccccc3Cl)noc2C)o1	0.8	-6.0	0.5	1.3	1.2	1.6	11.3	3.3	6.2
26	OCCC1CN(Cc2ccccc2-c2ccco2)CCN1C1CCCC1 (stereo unspecified)	5.0	-10.3	2.2	0.1	-16.1	-9.8	-9.8	0.7	-6.9
27	S=C(c1ccc(Br)cc1)N1CCCC1	3.1	-7.3	0.0	0.1	-6.4	6.8	8.3	0.6	9.4
28	Cc1ccc2oc(C(=O)Nc3ccc(S(=O)(=O)Nc4onc(C)c4C)cc3)cc(=O)c2c1	10.2	8.5	-0.7	0.4	1.9	-1.1	0.7	-6.3	-0.8
29	C/C(CCc1ccco1)=N/NC(=O)CCC(=O)Nc1ccc(Br)cc1	13.2	5.3	1.7	1.1	-2.3	1.3	19.0	-6.0	10.6
30	OCCNCc1cc(Br)ccc1OCc1ccc(Cl)cc1Cl	11.0	17.0	33.9	22.4	6.2	11.2	-86.0	0.0	7.5
31	Clc1ccc(-c2cnc3n2CCCCC3)cc1	7.9	-10.1	0.1	2.2	-11.5	-2.9	7.2	-27.6	-21.9
32	O=C(OCC(=O)N1CCN(c2ccccc2)CC1)c1ccc([N+](=O)[O-])s1	3.9	-7.3	0.1	4.7	0.5	11.0	5.6	2.5	6.5
33	COc1ccc2[nH]c3c(=O)n(CCCCC(=O)NCCC(C)C)c(=S)[nH]c3c2c1	6.0	5.3	0.0	0.7	4.8	1.4	10.0	3.5	8.3
34	Nc1cccc(C(=O)Nc2ccc(N)cc2Cl)c1	10.2	-9.2	-1.0	-0.2	2.3	3.0	10.7	-7.2	0.1
35	Nc1cc(=O)[nH]c(SC/C=C/c2ccccc2)n1	4.2	11.0	-2.6	7.2	8.2	-5.8	-17.6	-13.0	-0.1
36	CCN1C(=O)c2ccc(C(=O)NCc3ccccc3)cc2C1=O	-4.4	-10.5	0.8	3.7	-7.2	14.1	0.8	-2.5	-1.8
37	O=C(c1cccc(F)c1)N1CCN(Cc2cccc(Br)c2)CC1	10.2	-6.0	0.1	0.6	-3.2	-4.6	1.1	0.4	5.9
38	Nc1cc(S(=O)(=O)N2CCCCC2)ccc1N1CCCCC1	9.6	11.7	-4.0	3.0	-1.7	-9.0	8.7	-6.2	-8.5
39	COCCn1nnnc1C(c1ccc(OC)cc1)N1CCN(C(=O)c2ccco2)CC1 (stereo unspecified)	20.8	7.4	1.3	1.1	-3.5	-0.3	-4.9	-5.7	-1.3
40	NC(=O)c1c(NC(=O)c2cc3ccccc3o2)sc2c1CCC2	2.1	-2.5	1.1	0.2	-7.5	6.3	6.2	-3.4	6.7
41	Cc1ncccc1C(=O)N1CCCC(CNC(=O)C2(c3ccc(Cl)cc3)CC2)C1 (stereo unspecified)	-3.2	25.1	-0.7	0.6	-3.8	-34.2	-0.9	5.1	-15.3
42	Cc1ccc2c(CC(=O)NNC(=O)c3ccccc3)coc2c1	-6.0	1.9	-2.1	0.4	0.5	3.4	11.6	-1.5	1.5
43	CC1Nc2ccc(C(=O)NC3CCCCC3)cc2NC1=O (stereo unspecified)	6.6	-6.8	1.3	1.4	-1.8	-6.2	-11.9	2.8	9.2
44	O=C(N/N=C/c1c(O)ccc2ccccc12)c1ccc[n+](CCO)c1	-4.2	-4.2	0.7	0.8	-4.3	5.9	2.3	-1.2	11.3
45	COc1ccc(-c2nc3n(c(=O)c2C#N)CCCS3)cc1	-11.1	-8.7	-3.9	0.1	-2.4	6.1	-23.1	5.0	8.3
46	C[C@H](NC(=O)[C@@H]1CCCN1C(=O)[C@@H]1CCCN1C(=O)c1cccc(Cl)c1)c1ccccc1	7.0	2.3	x	0.2	3.8	3.7	x	-9.1	x

Rewritten with two lines to a compound: part of the list above
The line under a structure holds: CHRM5 antagonist	M4 antag	CRFBP-R2 agonist	CHRM4 agonist	M5 ag	CHRM4 PAM	CRFR2-BP antag	M5 PAM	M1 PAM
#29 C/C(CCc1ccco1)=N/NC(=O)CCC(=O)Nc1ccc(Br)cc1
→ 13.2	5.3	1.7	1.1	-2.3	1.3	19.0	-6.0	10.6
#30 OCCNCc1cc(Br)ccc1OCc1ccc(Cl)cc1Cl
→ 11.0	17.0	33.9	22.4	6.2	11.2	-86.0	0.0	7.5
#31 Clc1ccc(-c2cnc3n2CCCCC3)cc1
→ 7.9	-10.1	0.1	2.2	-11.5	-2.9	7.2	-27.6	-21.9
#32 O=C(OCC(=O)N1CCN(c2ccccc2)CC1)c1ccc([N+](=O)[O-])s1
→ 3.9	-7.3	0.1	4.7	0.5	11.0	5.6	2.5	6.5

Reformatted screen by screen: 2 of the compounds above
43	CC1Nc2ccc(C(=O)NC3CCCCC3)cc2NC1=O (stereo unspecified)
44	O=C(N/N=C/c1c(O)ccc2ccccc12)c1ccc[n+](CCO)c1

assay / entry | 43 | 44
CHRM5 antagonist | 6.6 | -4.2
M4 antag | -6.8 | -4.2
CRFBP-R2 agonist | 1.3 | 0.7
CHRM4 agonist | 1.4 | 0.8
M5 ag | -1.8 | -4.3
CHRM4 PAM | -6.2 | 5.9
CRFR2-BP antag | -11.9 | 2.3
M5 PAM | 2.8 | -1.2
M1 PAM | 9.2 | 11.3
